# DNMT1 block = DNMT1 (human) enzyme inhibition | DNMT1 molecular beacon, Hinp1I cleavage, fluorescence | P26358 | AID 588458 | inhibition (reported as % activation of signal), % at 10 µM | hit rate 0.83% among 360,000; in the data active = inhibition above about 50%
# MsrA inh = inhibitors of bovine MsrA | purified bovine MsrA, absorbance read-out | inhibition, % at 15.5 µM | hit rate 0.75% among 360,000; in the data active = inhibition above about 4.5%;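 note: 0% = vehicle wells with enzyme and 100% = reference inhibitor wells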
# LMPTP block = LMPTP (human) inhibition | P24666 | inhibition, % at 20 µM | hit rate 0.22% among 360,000 | AID 651560 | recombinant LMPTP-A, OMFP fluorogenic substrate, fluorescence intensity;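 active = compounds that cut the enzyme signal by at least half of the control window in the single-dose screen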;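 note: plate controls were DMSO wells with enzyme plus substrate for no effect and substrate without enzyme for full effect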
# Target sequence (P24666 whole entry, looked up): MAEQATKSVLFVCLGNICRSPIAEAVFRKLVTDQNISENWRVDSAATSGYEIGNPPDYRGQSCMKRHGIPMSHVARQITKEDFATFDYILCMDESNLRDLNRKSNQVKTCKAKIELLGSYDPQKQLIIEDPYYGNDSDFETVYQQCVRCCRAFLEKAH
#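 material = LMPTP-A | quantity = 0.625 nM enzyme | reagent = OMFP substrate, 400 µM final | buffer or medium = Bis-Tris pH 6.0, DTT, detergent | detection = endpoint fluorescence intensity from OMFP dephosphorylation | dosing = single 20 µM dose | read-out basis = % inhibition relative to no-enzyme and uninhibited control wells | control set = no-enzyme and uninhibited controls | timing = 50 min at room temperature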
# CSN inh = blocks human CSN-mediated cullin deneddylation; Purified CSN, SCF-Nedd8-OG deneddylation, fluorescence polarization; inhibition, % at 12.5 µM; hit rate 0.38% among 360,000; AID 651999;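 active = pattern-corrected inhibition above about 35%, with an unprinted fluorescence ratio check between 0.5 and 1.5, limit read from the data, passing the limit was not always enough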;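 note: 0% = enzyme with substrate and 100% = substrate without enzyme; some results filed as inactive read as strong as hits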
# Target sequence (Q92905 whole entry, looked up, one chain of several): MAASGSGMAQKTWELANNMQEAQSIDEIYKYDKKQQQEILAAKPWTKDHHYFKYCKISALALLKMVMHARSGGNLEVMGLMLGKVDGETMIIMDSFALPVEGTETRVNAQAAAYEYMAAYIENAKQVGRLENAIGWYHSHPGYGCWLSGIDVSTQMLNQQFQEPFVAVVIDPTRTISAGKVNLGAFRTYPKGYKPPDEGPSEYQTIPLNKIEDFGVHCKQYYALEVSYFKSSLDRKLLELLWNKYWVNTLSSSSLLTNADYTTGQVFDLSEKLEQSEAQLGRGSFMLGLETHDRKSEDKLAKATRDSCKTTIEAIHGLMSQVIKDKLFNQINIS
#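 Detection – fluorescence polarization · System – HEK293T-derived human Csn5 enzyme · Controls – substrate-only high control, full reaction low control · Timing – 90 min, room temperature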
# Scp1 inh = inhibitors of human Scp-1 phosphatase | Q9GZU7 | Recombinant Scp1, phosphopeptide, malachite green phosphate absorbance | inhibition, % at 20 µM | hit rate 0.88% among 340,000 | AID 493091;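 active = inhibition above about 50% at 20 µM, limit read from the data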;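 note: plate controls were DMSO wells with enzyme for no effect and wells lacking enzyme for full effect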
#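 assay system = SCP-1 phosphatase catalytic domain, residues 76-261 | buffer or medium = 50 mM Tris acetate pH 5.5, 0.005% Tween-20, 10 mM MgCl2 | incubation = enzyme reaction 45 min at room temperature, colour 5 min, stabilisation 30 min | signal = Phosphate-binding colour reagent, absorbance read at 630 nm | measure = % inhibition at 20 µM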
# STEP inh = inhibitors of human striatal-enriched phosphatase STEP; AID 588621; inhibition, % at 20 µM; recombinant STEP, OMFP fluorogenic substrate, fluorescence; hit rate 0.25% among 360,000;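 active = inhibition at 20 µM, scaled per plate between control wells, above about 37%, limit read from the data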;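 note: 0% = DMSO with enzyme and substrate and 100% = substrate only without enzyme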
#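 System: isolated STEP enzyme; schedule: 20 min enzyme reaction at room temperature, protected from light; medium: Bis-Tris buffer pH 6.0, 2.5 mM DTT, 0.005% Tween 20; signal: fluorescence, 480/540 nm; dosing: single compound dose of 20 µM, 1% DMSO final; also added: OMFP substrate, 25 µM final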
# Rpn11 inh = inhibitors of human proteasome Rpn11 | AID 588493 | hit rate 0.59% among 360,000 | calls only at 20 µM | O00487 | human 26S proteasome, Ub4-pepOG fluorescence polarization; 20S core pre-blocked with epoxomicin;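 active = inhibition at 20 µM, scaled to each plate's controls, above about 33%, limit read from the data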
# Target sequence (O00487 whole entry, looked up): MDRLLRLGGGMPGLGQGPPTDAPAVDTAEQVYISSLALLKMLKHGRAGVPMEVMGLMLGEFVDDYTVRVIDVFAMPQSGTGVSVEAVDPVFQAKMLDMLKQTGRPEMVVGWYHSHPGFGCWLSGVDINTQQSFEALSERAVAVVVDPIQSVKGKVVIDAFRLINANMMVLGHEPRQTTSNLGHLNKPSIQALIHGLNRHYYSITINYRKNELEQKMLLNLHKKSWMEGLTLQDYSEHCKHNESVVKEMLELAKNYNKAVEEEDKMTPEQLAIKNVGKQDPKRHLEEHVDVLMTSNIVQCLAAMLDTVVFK
# NadD inh = blocks S. aureus nicotinate mononucleotide adenylyltransferase; purified NadD enzyme, colorimetric absorbance read-out; hit rate 0.78% among 360,000; inhibition, % at 20 µM; in the data active = inhibition above about 26%; note: some compounds past the cut are filed as inactive
# SUMO1 PPI mod = alters human SUMO1 binding to SIM partners | P63165 | SUMO1 binding to a labelled peptide, TR-FRET, 1 h | inhibition, % at 20 µM | hit rate 0.33% among 360,000; in the data active = inhibition above about 37%
# Target sequence (P63165 whole entry, looked up): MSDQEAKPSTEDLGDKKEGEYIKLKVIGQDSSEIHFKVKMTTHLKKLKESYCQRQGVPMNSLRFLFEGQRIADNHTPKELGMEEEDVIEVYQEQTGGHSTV
# Tb MetRS inh = Trypanosoma brucei MetRS inhibition; purified T. brucei MetRS, ATP depletion, Kinase-Glo luminescence; inhibition, % at 11.9 µM; hit rate 0.4% among 360,000; AID 624268;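 active = inhibition above a per-plate cutoff of the control wells' mean inhibition plus 3 SD, cut at about 5.5% in these data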;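 note: 0% = DMSO wells median and 100% = median of wells with control inhibitor compound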
#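 Test system: purified T. brucei MetRS enzyme. Also added: ATP, methionine and E. coli bulk tRNA substrates. Compound: 11.9 µM single point. Schedule: 15 min enzyme-compound preincubation, 2 h reaction, 10 min detection, 25 °C. Signal: luciferase luminescence of residual ATP, Kinase-Glo. Evaluation: percent inhibition versus plate control medians. Controls: DMSO wells, low control.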
# * hit, by the source's call; i = inactive; / = no result given. A portion of the library; the hit share may differ from the screen's.
SMILES,DNMT1 block,MsrA inh,LMPTP block,CSN inh,Scp1 inh,STEP inh,Rpn11 inh,NadD inh,SUMO1 PPI mod,Tb MetRS inh
CNP(=S)(NC)OCCOc1ccc(OC)cc1,4,1.6,-0.3,0,-14,-5,i,4,0,-0.2
Cc1ccc(C(=O)Nc2ccc(Cl)cc2C(=O)c2ccccc2)cc1,-2,-0.3,3.3,-3,-8,1,i,-4,-2,0.7
COc1ccc(Cl)cc1NC1=NCC(C)S1 (stereo not drawn),1,0.3,-1.8,-4,-5,-1,i,6,2,-0.3
CC(CN(C)C1CCN(C)CC1)c1ccccc1 (stereo not drawn),2,0.1,-6.5,2,-2,0,i,1,1,-0.1
CCOP(=O)(OCC)C(C)(C)NC(=O)C(Cl)(Cl)Cl,0,0.7,0.0,1,5,0,i,2,-3,-0.7
COc1ccc(-n2nc(C(=O)NCC(=O)N3CCC4(CC3)OCCO4)c3ccccc3c2=O)cc1OC,0,1.4,-0.3,0,-6,-6,i,-4,-9,-1.1
CN1CCN(c2ccc(C=O)cc2)CC1,13,4.3,-1.3,3,-1,-4,i,-1,0,-2.0
O=C(O)c1cccc(N=Nc2c(O)[nH]c(=O)[nH]c2=O)c1,4,1.9,-0.9,2,1,-2,i,-6,-28,-0.8
COc1ccc(Cn2c(O)c(/C=N/NC(=O)c3ccccc3)c(=O)[nH]c2=O)cc1,0,4.5*,1.2,14,-11,0,i,0,-3,0.3
CN1C(=O)C(Cc2cccc3ccccc23)C(=O)N(C)C1=O,-4,/,0.7,-2,-11,-1,i,9,-4,-0.6
Cc1c(N=Cc2c(O)n(CCc3ccc(F)cc3)c(=O)[nH]c2=O)c(=O)n(-c2ccccc2)n1C,-2,-0.5,-0.6,2,-6,0,i,-2,3,0.1
Clc1cccc(Cl)c1NC1=NCCS1,0,-0.9,-1.4,-7,/,1,i,-4,-3,0.0
N[C@@H](Cn1oc(=O)[nH]c1=O)C(=O)O,3,-1.1,-1.8,-5,-6,-1,i,0,3,-0.5
O=P(Oc1ccccc1)(Oc1ccccc1)c1ccccc1,4,1.0,1.7,0,-3,2,i,-3,6,-0.1
COc1ccc(C=C2C(=O)N(C)C(=O)N(C)C2=O)cc1COc1ccc(NC(C)=O)cc1,-3,0.6,-1.7,97,0,0,i,-4,1,0.3

# Rewritten tab-delimited: entries from further up.
SMILES	DNMT1 block	MsrA inh	LMPTP block	CSN inh	Scp1 inh	STEP inh	Rpn11 inh	NadD inh	SUMO1 PPI mod	Tb MetRS inh
COc1ccc(C=C2C(=O)N(C)C(=O)N(C)C2=O)cc1COc1ccc(NC(C)=O)cc1	-3	0.6	-1.7	97	0	0	i	-4	1	0.3
Cc1c(N=Cc2c(O)n(CCc3ccc(F)cc3)c(=O)[nH]c2=O)c(=O)n(-c2ccccc2)n1C	-2	-0.5	-0.6	2	-6	0	i	-2	3	0.1
O=C(O)c1cccc(N=Nc2c(O)[nH]c(=O)[nH]c2=O)c1	4	1.9	-0.9	2	1	-2	i	-6	-28	-0.8

# Carrying on:
SMILES,DNMT1 block,MsrA inh,LMPTP block,CSN inh,Scp1 inh,STEP inh,Rpn11 inh,NadD inh,SUMO1 PPI mod,Tb MetRS inh
CCOC(=O)CC1c2ccccc2-n2nncc2CN1CC1CCCCC1 (stereo not drawn),5,-0.3,0.8,-2,/,10,i,0,7,-0.7
CCOC(=O)C1(CCOc2ccccc2)CCN(C2Cc3ccccc3C2)CC1,1,0.8,1.2,7,-2,0,i,1,-2,-0.2
c1cc2c(cc1N1CCOCC1)CNCc1cnnn1-2,1,1.1,0.9,-1,/,-1,i,-4,4,-1.2
CS(=O)(=O)c1ccc(C2=C(CNC(=O)c3cccnc3)[C@H]3CC[C@@H](C2)N3Cc2ccco2)cc1,0,-0.5,-1.9,4,/,-3,i,7,-1,-0.8
CCc1nc2ccccc2c(=O)n1-c1ccccc1[N+](=O)[O-],2,1.8,-1.3,-18,-10,-2,i,0,-9,-0.4
CC(=O)OC(C)(C)/C=C/C(=O)C(C)(O)C1C(O)CC2(C)C3CC=C4C(CC(O)C(=O)C4(C)C)C3(C)C(=O)CC12C (stereo not drawn),0,0.2,-1.3,0,2,2,i,1,3,-0.4
Cc1c2cnn(CC(=O)N3CCC4(CC3)OCCO4)c(=O)c2c(C)n1Cc1ccccc1F,0,1.1,-0.4,-1,-3,1,i,3,-3,-1.0
c1cncc(C2Nc3cccc4cccc(c34)N2)c1,-15,0.0,33,-3,34,6,i,18,3,-1.2
CC(O)C1C=CC=CC(=O)OC2CC3OC4C5OC5(C)C(O)CC4(COC(=O)C(O)C(C)CCO1)C2(C)C31CO1 (stereo not drawn),2,-0.8,-2.1,3,7,-2,i,0,-9,-0.1
CCOC(=O)C1(CCc2ccccc2)CCN(CC(O)CO)CC1 (stereo not drawn),2,1.6,0.2,-1,-10,-3,i,-7,5,-0.3
NN=C(N)N,-3,-0.9,-3.3,-2,-6,-2,i,-1,3,-0.8
C[C@]12CCC(=O)C=C1CC[C@@H]1C2CC[C@]2(C)C(=O)CCC12 (stereo partly drawn),3,1.5,-1.1,2,-8,-1,i,-3,2,-0.4
CCOC(=O)C(O)(c1ccc(NC(=O)c2ccc(Cl)c(Cl)c2)cc1)C(F)(F)F (stereo not drawn),0,-1.0,2.2,1,-18,-2,i,6,0,-0.1
C[N+]1(C)C2CC[C@H]1CC(OC(=O)C(CO)c1ccccc1)C2 (stereo partly drawn),2,-0.3,-1.9,4,-4,-2,i,-1,5,0.4
O=C1c2cccc3cccc(c23)C(=O)N1/N=C/c1c(O)n(-c2ccccc2)c(=O)[nH]c1=O,6,5.1*,0.3,0,4,-1,i,1,-31,-0.9

# 5 compounds from above, reduced to MsrA inh:
SMILES	MsrA inh
CC(=O)OC(C)(C)/C=C/C(=O)C(C)(O)C1C(O)CC2(C)C3CC=C4C(CC(O)C(=O)C4(C)C)C3(C)C(=O)CC12C (stereo not drawn)	0.2
Cc1c2cnn(CC(=O)N3CCC4(CC3)OCCO4)c(=O)c2c(C)n1Cc1ccccc1F	1.1
c1cncc(C2Nc3cccc4cccc(c34)N2)c1	0.0
CC(O)C1C=CC=CC(=O)OC2CC3OC4C5OC5(C)C(O)CC4(COC(=O)C(O)C(C)CCO1)C2(C)C31CO1 (stereo not drawn)	-0.8
CCOC(=O)C1(CCc2ccccc2)CCN(CC(O)CO)CC1 (stereo not drawn)	1.6

# Other entries.
SMILES,DNMT1 block,MsrA inh,LMPTP block,CSN inh,Scp1 inh,STEP inh,Rpn11 inh,NadD inh,SUMO1 PPI mod,Tb MetRS inh
O=c1[nH]c(=O)n(C2CCCCC2)c(O)c1/C=N/N1CCCCC1c1cccnc1 (stereo not drawn),-2,1.8,-1.4,-1,2,0,i,3,0,0.6
CN1C(=O)N(C)C(=O)C2(Cc3ccccc3N3CCOCC32)C1=O (stereo not drawn),-3,-0.3,-2.5,0,-5,1,i,8,-3,0.3
CCC12CN3CCN(CC(C3)/C1=N/NC(=O)c1ccncc1)C2,2,-0.1,-0.5,3,-3,-1,i,0,0,1.4
CC(=O)N1Cc2cnnn2-c2ccccc2C1(C#N)Cc1ccccc1 (stereo not drawn),2,3.5,-0.5,4,0,-4,i,6,3,-0.8
O=C1NC(=O)N(Cc2ccco2)C(=O)/C1=C\c1cccn1CCOc1ccccc1,52*,0.5,-0.4,8,-10,0,i,-4,3,-0.3
CCN(CC)S(=O)(=O)c1ccc(C)c(NCC(=O)Nc2ccc(C#N)c(Cl)c2)c1,-11,1.6,0.9,-1,25,2,i,-6,0,0.2
COC(=O)C1=C(c2ccc(-c3ccccc3)c(F)c2)C[C@@H]2CC[C@H]1N2C(=O)N1CCc2cc(OC)c(OC)cc2C1,-18,0.0,6.1,0,-1,4,i,4,-2,-0.3
Cc1cccc(CN2CCCC(C(=O)c3ccc4c(c3)OCO4)C2)n1 (stereo not drawn),-2,2.0,-0.8,-1,-1,-4,i,-5,-3,-0.9
CCC1(CC(C)C)C(=O)NC(=S)NC1=O,-4,0.2,-2.0,-1,0,-3,i,-1,-1,-0.3
CC(=O)OC1CC(OC2C(O)CC(OC3C(O)CC(OC4CCC5(C)C(CCC6C5CCC5(C)C(C7=CC(=O)OC7)C(O)CC65O)C4)OC3C)OC2C)OC(C)C1OC1OC(CO)C(O)C(O)C1O (stereo not drawn),6,-0.8,-0.3,-5,0,-1,i,-4,1,-0.4
CCOP(=O)(OCC)C(NC(C)=O)C(Cl)(Cl)Cl (stereo not drawn),3,-0.7,-2.2,4,6,-4,i,-4,0,-0.9
CC1(C)CC(n2[nH]c(=O)c3c2NC(=O)CSC3c2ccc(F)cc2)CCO1 (stereo not drawn),-7,0.8,-1.4,-1,-10,-1,i,-5,-4,-0.5
COc1cc(CN2CCCC(C(=O)c3sccc3C)C2)cc(OC)c1O (stereo not drawn),-3,-0.1,2.5,2,-8,4,i,7,-1,0.2
C(#CCN1CCOCC1)COC/C=C/c1ccccc1,0,-0.8,0.7,1,1,-5,i,-5,3,-0.3
O=[N+]([O-])[N-][n+]1cnn(Cc2ccc(Cl)cc2)c1,0,-0.6,0.1,-1,6,1,i,-8,-1,-0.4
Cn1c(=O)cc(OCC(=O)N2CCN(Cc3ccc4c(c3)OCO4)CC2)c2ccccc21,1,0.8,-2.4,-6,-4,-4,i,-6,0,-0.9
CC(C)OC(=O)c1c(N)n(CC2CCCO2)c2nc3ccccc3nc12 (stereo not drawn),-16,2.0,2.5,-3,-9,2,i,9,42*,-0.8
COc1ccc(CC2C(=O)N(C)C(=O)N(C)C2=O)c(OC)c1,-8,0.6,-0.2,-10,0,3,i,-1,1,-0.1
O=c1c2ccccc2nc(-c2ccoc2)n1-c1ccccc1,0,/,-0.2,-2,-3,-1,i,8,-4,-0.3
